# m5-HT2A agonist = mouse Htr2a agonists via beta-arrestin recruitment, primary screen, cell-based, luminescence; CHO-K1 mHTR2A beta-arrestin complementation; percent of 30 µM serotonin response; activation, % at 7.6 µM; 360,000 tested, 0.66% active; AID 624169, 2012;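 active = activation above a run cutoff, the mean activation of all tested compounds plus 3 SD, cut at about 14% in these data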;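 note: 0% = plate median of compound wells and 100% = 30 µM serotonin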
# N-glyco inh = increase of ERlucT glycosylation luciferase signal, primary screen, N-linked glycosylation inhibitor project, D54 ERlucT cells, luminescence, set 2; D54 ERlucT glycosylation luciferase reporter, 24 h; percent of 100 nM tunicamycin response; reporter increase, % at 12.5 µM; 360,000 tested, 0.23% active;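 active = mean luciferase reporter signal, scaled so untreated is 0 and the glycosylation-blocking control 100, at or above a set limit in every replicate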;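 note: luciferase carries N-glycosylation sites so blocking glycosylation raises the light; 0% = median of neutral control wells and 100% = median of 100 nM tunicamycin wells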
# MC4R antag cAMP = MC4R antagonists of cAMP signaling, primary screen, cell-based, TR-FRET, antagonist arm of biased-ligand search | MC4R-expressing cells, MTII-stimulated cAMP, LANCE TR-FRET | 360,000 tested, 0.48% active | inhibition, % at 6.5 µM | AID 540295, 2011;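 active = inhibition above its plate's cutoff, the mean of tested wells on that plate plus 3 SD, cut at about 29% in these data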;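 note: 0% = Melanotan II alone and 100% = Melanotan II plus saturating MCL0020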
#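 Material: human MC4R-expressing U2OS cells. Probe or stimulus: Melanotan II challenge. Dosing: 6.5 µM single dose. Times: 30-min compound, 1-h challenge, 1-h detection, room temperature. Technique: TR-FRET with Eu-cAMP and labeled anti-cAMP, 671 nm. Replication: singlicate.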
# ABHD5-PLIN5 inh = ABHD5-PLIN5 interaction inhibitors, primary screen, cell lysate, split luciferase complementation, luminescence. Perilipin-5 (Homo sapiens) + 1-acylglycerol-3-phosphate O-acyltransferase ABHD5 (Homo …. Split G. princeps luciferase complementation, 4 h. inhibition, % at 4 µM. 360,000 tested, 0.78% active;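 active = inhibition above the mean inhibition across every tested compound plus 3 SD, cut at about 22% in these data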;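 note: 0% = DMSO only wells and the 100% control is not disclosed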
# Target sequence (Q00G26 whole entry, looked up): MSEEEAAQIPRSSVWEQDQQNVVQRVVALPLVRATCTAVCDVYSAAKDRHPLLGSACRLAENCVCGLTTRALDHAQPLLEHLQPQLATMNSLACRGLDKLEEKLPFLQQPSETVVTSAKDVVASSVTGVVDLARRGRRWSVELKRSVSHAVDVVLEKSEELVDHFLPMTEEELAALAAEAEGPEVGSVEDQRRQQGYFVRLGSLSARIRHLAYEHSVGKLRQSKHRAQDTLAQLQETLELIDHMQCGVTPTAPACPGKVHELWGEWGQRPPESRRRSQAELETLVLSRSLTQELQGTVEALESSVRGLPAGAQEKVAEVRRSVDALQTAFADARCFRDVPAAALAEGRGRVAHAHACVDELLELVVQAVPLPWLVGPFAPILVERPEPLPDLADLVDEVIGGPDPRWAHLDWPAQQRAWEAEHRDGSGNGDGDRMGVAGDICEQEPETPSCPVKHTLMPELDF
# Target sequence (Q8WTS1 whole entry, looked up): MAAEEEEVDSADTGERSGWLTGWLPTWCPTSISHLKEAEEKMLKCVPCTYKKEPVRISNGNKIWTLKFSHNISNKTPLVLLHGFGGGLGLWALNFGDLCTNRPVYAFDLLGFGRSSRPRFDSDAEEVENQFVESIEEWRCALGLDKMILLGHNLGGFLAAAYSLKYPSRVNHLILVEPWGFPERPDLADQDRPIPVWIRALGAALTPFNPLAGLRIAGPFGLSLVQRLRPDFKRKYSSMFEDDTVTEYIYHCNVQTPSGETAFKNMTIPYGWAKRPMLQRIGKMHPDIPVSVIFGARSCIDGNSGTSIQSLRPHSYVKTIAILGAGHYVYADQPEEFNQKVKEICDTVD
# Granule exo inh = LAMP-1 surface exposure blockers, TALL-104 cells – cell-based, flow cytometry, MLPCN library, primary screen. 360,000 tested, 0.66% active. TALL-104 LAMP-1 surface exposure; cells stimulated with thapsigargin and PMA. inhibition, % at 10 µM. AID 651702, 2012;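 active = inhibition above about 55%, limit read from the data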
# hiPSC survival = enhancers of single-cell hiPSC survival, primary screen, ATPlite luminescence; 100% = ROCK inhibitor wells, 0% = DMSO; survival enhancement, % at 20 µM; 360,000 tested, 0.044% active; in the data active = survival enhancement above about 18%;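 note: cells exposed to compounds for 16 hours before the ATP read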
# ABCB6 inh MLPCN = ABCB6 transporter inhibitors, primary screen, K562-ABCB6 cells, flow cytometry, MLPCN library; ATP-binding cassette sub-family B member 6 (Homo sapiens), Q9NP58; K562-ABCB6 porphyrin accumulation, 1 h; stronger effect = lower value; fluorescence ratio to DMSO, % at 10 µM; 360,000 tested, 0.19% active; AID 602162, 2011;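 active = fluorescence ratio to DMSO below 75%, the collection mean minus 3 SD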;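 note: signal is porphyrin accumulated inside mitochondria; 100% equals median channel fluorescence of DMSO control wells; lower ratio means ABCB6 inhibition with less porphyrin fluorescence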
# Cardio protect = cardioprotection against H2O2-induced cell death, primary screen, uHTS, H9c2 cells, ATPLite luminescence. 360,000 tested, 0.63% active. H9c2 cardiomyocytes, H2O2 injury protection, 2 h. protection from H2O2 cell death, % at 20 µM;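 active = compounds giving at least 50% protection of heart cells from peroxide-induced death in the single-dose screen, raw or plate-pattern-corrected value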;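 note: 0% = DMSO wells with peroxide and 100% = DMSO wells without peroxide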
# aDG glyco up = activators of alpha-DG glycosylation, primary screen, uHTS, Pro5-aDG cells, AlphaScreen | activation, % at 10 µM | alpha-DG glycosylation AlphaScreen (IIH6); 0% Pro5, 100% B10-LARGE cell signal | 360,000 tested, 0.22% active | AID 624168, 2012;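 active = activation of at least 8% versus controls, or a plate z-score of at least 8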;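 note: Pro5 are CHO cells carrying HIG-tagged alpha-DG that lacks glycosylation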
# MC4R barr agon = MC4R agonists recruiting beta-arrestin, primary screen, cell-based, luminescence, agonist arm of biased-ligand search; AID 540308, 2011; U2OS MC4R beta-arrestin complementation; percent of melanotan II response, DMSO zero; activation, % at 8.9 µM; 360,000 tested, 0.98% active;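 active = activation above a per-plate cutoff, the mean activation of sample wells on that plate plus 3 SD, cut at about 8% in these data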
# The depositor's hits bear a star.
SMILES,m5-HT2A agonist,N-glyco inh,MC4R antag cAMP,ABHD5-PLIN5 inh,Granule exo inh,hiPSC survival,ABCB6 inh MLPCN,Cardio protect,aDG glyco up,MC4R barr agon
O=C(CCSc1nc(-c2ccco2)cc(C(F)(F)F)n1)N1CCN(c2ccccn2)CC1,6,-1,6,8,-3,-2.2,107,11,0.0,1.3
O=S(=O)(Cc1noc(-c2ccc(OC(F)(F)F)cc2)n1)c1ccc(F)cc1,-2,-1,4,-13,-10,0.4,94,-5,0.0,1.1
NC(=O)c1ccsc1NC(=O)COC(=O)Cc1ccc(F)cc1,2,-2,0,-4,-10,0.1,99,-18,-0.1,0.6
CCCC(=O)N1CCc2[nH]c3ccccc3c2C1,-6,2,0,-1,-1,-3.8,98,0,-0.2,-2.1
Cc1cccc(OCC(=O)N/N=C\c2cccn2C)c1C,-1,-2,-2,-6,3,-0.3,67*,-16,0.1,-1.5
CCOc1ccc(NC(=O)C2CCCN2S(=O)(=O)c2ccc3c(c2)C(C)(C)C(=O)N3C)cc1 (stereo not drawn),-2,0,2,8,-3,0.6,96,-7,4.2,0.1
CCOC(=O)C(CC)n1cnc2c(nnn2-c2ccc(OC)cc2)c1=O (stereo not drawn),6,1,17,3,-1,-1.0,89,12,0.0,-2.3
CC(Oc1cccc(Cl)c1)C(=O)Nc1ccccc1N1CCCCC1 (stereo not drawn),2,-6,2,-11,2,-0.6,98,-7,-0.2,0.7
CCCC(=O)N1CC(=O)Nc2ccc(C)cc2C1c1ccccc1 (stereo not drawn),3,2,8,-6,2,-0.6,97,5,0.0,-0.9
c1cncc(-c2nnc(-c3ccco3)o2)c1,-3,-1,-5,2,-1,4.3,99,6,-0.1,-0.9
CC(C)[C@@H](N)C(=O)NCC1CCC(C(=O)N[C@@H](Cc2ccccc2)C(=O)O)CC1 (stereo partly drawn),3,0,-3,-4,1,-0.7,98,4,-0.1,2.3
Cc1nnc(NC(=O)C2CCCN2S(=O)(=O)c2ccc(Cl)cc2)s1 (stereo not drawn),3,0,1,-2,1,-0.6,95,-4,0.0,-0.8
CCCc1c(C(=O)N/N=C/c2cccc3ccccc23)nnn1-c1nonc1N,-6,0,12,-2,-9,0.4,97,2,0.3,17*
CC(C)C(C)NC(=O)Cn1cnc2c(oc3ccccc32)c1=O (stereo not drawn),11,3,-1,-6,-1,-0.4,96,-2,0.1,-0.5
COc1ccc(-n2nnnc2SCC(=O)c2ccc(O)c(O)c2)cc1,-3,-1,11,5,-4,-2.4,97,60*,0.1,-2.9
CC(C)(/C=N/O)/[N+]([O-])=C/C=[N+](\[O-])C(C)(C)/C=N/O,1,2,7,-2,2,-1.0,104,15,1.6,-0.7
CCN(CC1CCCN(CCc2cccc(OC)c2)C1)C(=O)c1ccc(COC)o1 (stereo not drawn),-5,0,4,-1,4,0.1,99,5,0.2,0.3
CCNC(=O)C1CC(=O)N(Cc2ccc3c(c2)OCO3)C(=Nc2ccc(F)cc2)S1 (stereo not drawn),-1,1,5,-5,-5,0.4,95,6,0.0,3.0
O=[N+]([O-])c1ccc(COc2ccc(CN3CCCCC3)cc2)cc1,-4,-4,-3,3,-4,-2.2,95,-6,-0.3,0.9
Cc1nc2nc(-c3ccccc3)[nH]n2c(=O)c1C,7,3,-5,-1,-1,1.1,106,-5,-0.1,-0.2
COCCn1c(SCc2cc(C(C)=O)ccc2OC)nc2cc(Cl)ccc2c1=O,1,7,-3,-3,-4,1.5,93,6,0.7,-0.7
O=C(Nc1c2c(nn1-c1ccc(F)cc1)CS(=O)(=O)C2)C12CC3CC(CC(C3)C1)C2,-3,0,8,2,1,0.4,99,-1,0.1,-1.2
Cn1c(=O)[nH]c(=O)c2c1nc(N1CCNCC1)n2Cc1ccccc1,-2,3,4,1,3,-0.2,92,2,-0.2,-0.2
COC(=O)C1=C(C)N(Cc2ccccc2)C(=NCCCOC(C)C)N[C@H]1c1ccccc1,6,-7,-2,-4,-3,-0.5,99,-21,1.3,1.4
C=C(C)C1CC=C(C)/C(=N/NC(=O)COc2cccc3ccccc23)C1 (stereo not drawn),1,-6,-24,5,-2,-1.6,96,-8,0.1,1.5
CCN(CC)C(=O)c1ccc(-c2cccs2)s1,2,-2,4,6,-5,-0.6,99,-8,-0.1,1.8
Clc1ccc(CNCc2cccs2)c(Cl)c1,6,1,14,0,-3,0.5,98,0,0.0,11*
Cc1ccccc1N(CC(=O)Nc1ccc(F)cc1)S(C)(=O)=O,2,0,0,-6,-1,-1.0,106,4,0.3,-1.2
COc1ccccc1NC(=O)CN1CCN(CC(=O)Nc2ccc(F)cc2F)CC1,2,0,0,7,-1,0.3,98,5,-0.1,-1.2
C#CCN(C[C@@H]1[C@@H](OC(=O)NCC2CCCCC2)[C@@H](OC(=O)NCC2CCCCC2)Cn2c(=O)n(CCCCCC)c(=O)n21)S(=O)(=O)c1ccc(C)cc1,8,-3,6,1,-1,-2.4,94,-3,-0.1,-0.3
N#Cc1ccc(-c2cccnc2)nc1SCC(N)=O,1,1,21,-3,0,-0.2,100,10,0.1,1.8
CCOc1ccc2nc(NC(=O)NC3CCCCC3)sc2c1,3,-2,1,3,-5,0.2,103,-8,1.2,-2.8
Cc1ccccc1C(=O)NC(=S)NC1CCS(=O)(=O)C1 (stereo not drawn),-3,3,-1,-8,3,-0.6,92,3,-0.4,-1.2
Cc1ccc(C(c2nnnn2CC2CCCO2)N2CCN(Cc3ccccc3)CC2)cc1 (stereo not drawn),-8,0,-1,1,-4,-2.9,100,-2,0.2,-0.8
Cc1cc(C(=O)c2ccc3ccccc3c2)c(C)o1,-3,1,11,0,73*,-0.3,96,9,0.5,1.1
COCC(=O)Nc1nc2n(n1)C(c1ccc(Cl)cc1)CC(c1ccc(OC)cc1)N2 (stereo not drawn),-1,5,-2,0,-2,-2.3,95,-9,-0.3,-1.0
O=C1c2cccc3cc([N+](=O)[O-])cc(c23)C(=O)N1/N=C/c1ccc(O)cc1O,-3,10,0,1,20,1.2,107,36,-0.2,-2.9
O=C(CC1SC(=Nc2ccccc2)N(CCCCO)C1=O)NCc1ccccc1 (stereo not drawn),0,-7,0,2,3,-1.9,98,0,-0.2,-1.2
CN(C)/C=C/C(=O)/C=C/c1ccc(Cl)cc1,-1,1,5,19,6,-0.7,99,-4,0.0,-0.2
Fc1ccc(CNC(=S)Nc2ccc(Cl)cc2Cl)cc1,0,-3,2,1,0,-1.2,96,-28,0.5,0.3

# With a hit mark in MC4R barr agon (from the list above):
Compound	m5-HT2A agonist	N-glyco inh	MC4R antag cAMP	ABHD5-PLIN5 inh	Granule exo inh	ABCB6 inh MLPCN	aDG glyco up	MC4R barr agon
CCCc1c(C(=O)N/N=C/c2cccc3ccccc23)nnn1-c1nonc1N	-6	0	12	-2	-9	97	0.3	17*
Clc1ccc(CNCc2cccs2)c(Cl)c1	6	1	14	0	-3	98	0.0	11*

# Further results follow.
SMILES,m5-HT2A agonist,N-glyco inh,MC4R antag cAMP,ABHD5-PLIN5 inh,Granule exo inh,hiPSC survival,ABCB6 inh MLPCN,Cardio protect,aDG glyco up,MC4R barr agon
COCc1nnc(NC(=O)CS(=O)(=O)c2ccc(C)cc2)s1,-3,0,9,3,-2,1.0,94,9,-0.2,0.3
Cc1ccc(-c2c3c(nc4sc(C(N)=O)c(N)c24)CCCC3)o1,6,4,-33,7,9,-0.1,104,-3,-0.2,2.5
CCCN(CCC(=O)Nc1cc(OC)cc(OC)c1)CC1CC1,2,-1,-2,0,-2,-0.2,109,-3,-0.1,-1.5
Cc1ccc(C(=O)NCC(C)(C)O)cc1,8,3,-9,1,1,1.5,98,8,-0.1,-2.6
COC(=O)CCCCCCCCC(O)C[N+]1(C)CCOCC1 (stereo not drawn),-2,-1,2,-2,-1,-0.6,100,-2,0.0,-0.1
COc1ccc(C)cc1NC(=O)C(Sc1nnc2ccccn12)c1ccccc1 (stereo not drawn),0,-1,9,2,2,0.0,96,5,0.1,0.2
CCOc1ccc(C(=O)N2CCN(c3cccc(C)c3C)CC2)cc1,-2,-3,-6,6,8,0.3,89,2,-0.3,2.8
CCc1ccccc1NC(=O)CNCC(=O)Nc1ccccc1CC,8,2,-1,2,-2,-0.4,129,0,0.0,-0.1
CCCCCC(C)n1[nH]c(=O)cc1N (stereo not drawn),-2,3,-2,-10,-2,-3.1,90,6,-0.1,-2.3
CCOC(=O)c1sc(=S)n(-c2ccccc2)c1C,-4,2,21,0,-2,-0.2,99,1,-0.2,2.8
NC(=O)Cn1cc(/C=N\NS(=O)(=O)c2ccc(F)cc2)c2ccccc21,-1,2,4,8,13,-0.4,91,-5,0.0,-1.4
CCOC(=O)COc1cc(OCC(=O)OCC)c2c(=O)cc(-c3ccccc3)oc2c1,-1,4,1,3,-2,0.1,98,14,0.0,-1.4
COc1ccccc1C/C(N)=N/OC(=O)COc1cccc(C)c1C,-3,4,5,-9,2,-0.1,86,-5,-0.1,-0.8
O=C(CN1c2ccccc2Sc2ccccc21)NNC(=S)Nc1ccc(Cl)cc1Cl,3,0,-5,-6,-3,5.3,114,-20,-0.1,-0.3
O=C(CSc1ccc2c(c1)OCCO2)Nc1cccc(S(=O)(=O)N2CCCCC2)c1,4,1,11,2,-7,2.1,95,-1,-0.2,-1.0
C[C@H]1CN(Cc2ccccc2)C(=O)[C@@H]1CC(=O)Nc1ccccc1,-3,1,-2,3,-8,-1.9,108,-8,0.2,-1.7
Cc1ccc(C)c(NS(=O)(=O)c2cc(C(=O)Nc3ccccc3-c3ccccc3)ccc2Cl)c1,-4,-6,-2,4,16,-1.2,90,-1,0.1,3.6
COC(=O)c1ccc(OC(=O)c2cccnc2SC)cc1,5,1,-8,-5,-5,0.7,97,-3,0.0,-2.8
O=Cc1c(OCc2ccccc2)ccc2ccccc12,3,-2,2,0,0,2.8,96,-14,-0.2,-0.4
O=C(c1c(Cl)nc2sccn12)N(C(=O)c1c(Cl)nc2sccn12)c1ccc(Cl)cn1,1,-7,1,7,-4,0.2,96,0,1.0,-3.4
CN(C)CCn1c2c(c(SCC(=O)Nc3cccc(C(F)(F)F)c3)nc1=O)CCCC2,-9,0,-4,15,2,0.2,102,10,0.4,1.7

# Screening data as filed in PubChem BioAssay.
